OX1R antag-1 – antagonists of human orexin 1 receptor (OX1R); OX1R-expressing cells, FRET antagonist read-out; O43613; actives 1.8% (n = 330,000); AID 485270; inhibition, % at 6.6 µM; in the data active = inhibition mostly above about 38%, no sharp cut-off; inactive = mostly below about 40%;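 note: 0% = agonist challenge alone and 100% = reference antagonist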
Target sequence (O43613 whole entry, looked up): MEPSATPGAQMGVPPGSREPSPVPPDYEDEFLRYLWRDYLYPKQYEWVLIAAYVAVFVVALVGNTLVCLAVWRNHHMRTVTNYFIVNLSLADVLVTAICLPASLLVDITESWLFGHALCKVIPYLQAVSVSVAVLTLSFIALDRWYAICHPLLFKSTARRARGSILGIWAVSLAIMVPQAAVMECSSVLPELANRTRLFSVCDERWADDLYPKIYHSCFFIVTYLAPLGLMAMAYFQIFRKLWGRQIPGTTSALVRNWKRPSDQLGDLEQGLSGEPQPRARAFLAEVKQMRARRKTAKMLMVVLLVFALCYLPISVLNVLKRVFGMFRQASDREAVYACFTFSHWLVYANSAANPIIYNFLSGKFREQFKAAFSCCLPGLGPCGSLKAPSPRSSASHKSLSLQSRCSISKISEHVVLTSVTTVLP
OX1R antag-2 – human HCRTR1 antagonism. O43613. CHO/OX1R cells, Fluo-8 calcium fluorescence, orexin A. inhibition, % at 5 µM. actives 0.43% (n = 330,000). AID 434989;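 active = inhibition above its plate's threshold, mean inhibition of all tested compounds on the plate plus 3 SD, cut at about 37% in these data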;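 note: 0% = orexin A challenge wells and 100% = SB-334867-A antagonist wells; not every result past the cut was called active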
Active calls of the source: *. No enrichment for hits (roughly 2% active in at least one column).

Sample of the layout:
molecule,OX1R antag-2,OX1R antag-1
COC(=O)c1cnn(-c2ccc(C)c(C)c2)c1-n1cccc1,-16,9
COC(=O)[C@H](CCSC)NC(=O)NCCc1ccc(F)cc1,7,1
CCc1c(O)nc(SCC(=O)NCc2ccco2)[nH]c1=O,-17,14

Results, repeating the preview:
molecule,OX1R antag-2,OX1R antag-1
COC(=O)c1cnn(-c2ccc(C)c(C)c2)c1-n1cccc1,-16,9
COC(=O)[C@H](CCSC)NC(=O)NCCc1ccc(F)cc1,7,1
CCc1c(O)nc(SCC(=O)NCc2ccco2)[nH]c1=O,-17,14
Cc1ccc(-n2c(C)nn(-c3ncc(C(F)(F)F)cc3Cl)c2=O)cc1,3,15
Cn1nc(-c2ccc(Cl)cc2)c2cc(C(=O)NCCN3CCOCC3)sc21,-26,10
O=C(c1cc(-c2ccccc2Cl)nc2ccccc12)N1CCOCC1,-4,40
Cc1cc(C)cc(-n2nnc(C(=O)NCc3ccccc3)c2N)c1,-10,10
CCCNC(=O)COc1coc(CN2CCN(Cc3ccccc3)CC2)cc1=O,-6,7
CCCN(C(=O)COC(=O)CCOc1ccc(C)cc1)c1c(N)n(Cc2ccccc2)c(=O)[nH]c1=O,-6,9
CCOC(=O)c1sc(NC(=O)c2cc3n(n2)C(C(F)(F)F)CC(c2cccs2)N3)c(C(=O)OCC)c1C (stereo unspecified),-9,1
Cc1ccc(Sc2ccc(NC(=O)CCN3C(=O)NC4(CCCC4)C3=O)cc2)c(C)c1,8,0
Cc1ccsc1C(=O)N1CCN(S(=O)(=O)c2cccs2)CC1,-6,34
CC(C)C[C@H](NC(=O)[C@H](Cc1ccccc1)n1c(=O)[nH]c2ccccc2c1=O)C(=O)N1CCC[C@H]1C(=O)O,-11,13
N#C/C(=C\c1ccc(N2CCOCC2)o1)C(=O)N1CCOCC1,-7,57
CC(=O)c1ccc(Oc2ccc(C(C)=O)cc2)cc1,-10,39
O=C(N=C1SC2CS(=O)(=O)CC2N1CCc1ccc(F)cc1)C1CCCCC1 (stereo unspecified),-19,22
C=CCn1c(C)cc(C(=O)COC(=O)[C@@H](NC(=O)c2ccccc2Cl)C(C)C)c1C,-13,13
COc1ccc(CCN(C)C(=O)c2cnc(C)cn2)cc1OC,-3,4
Cc1cc(N(CCO)CCO)ccc1N=Nc1cc(F)ccc1F,-8,16
CC(C)(C)c1ccc(NC(=O)N2CCCN(c3c(Cl)cncc3Cl)CC2)cc1,-25,9
N#CCCn1cnc2c(=S)nc[nH]c21,-6,-2
Cc1cccc(-n2nc3c(c2NC(=O)c2cc4ccccc4o2)CS(=O)(=O)C3)c1,-22,28
O=C(N/N=C/c1ccc(F)cc1)c1ccc(OCc2ccccc2)cc1,-4,2
CC(C)(C)NC(=O)COc1ccc(CNCCc2ccccc2)cc1,-26,7
Cc1c(C(=O)N2CCCCC2)c(S(=O)(=O)NCCc2ccc(Cl)cc2)c(C)n1C,-17,5
Cc1noc(C)c1C(=O)Nc1ccccc1-c1ccccc1,0,10
Cn1ncc2c(Nc3ccc(Cl)c(Cl)c3)ncnc21,8,65*
N/C(=N\OC(=O)Oc1ccccc1)c1cccc([N+](=O)[O-])c1,-5,51
COc1ccccc1NS(=O)(=O)c1cc(NC(=S)NCC2CCCO2)ccc1C (stereo unspecified),1,18
CCSc1cc(N2CCOCC2)nc(-c2ccccc2)n1,-38,29

One compound at a time, as listed above:
`CCSc1cc(N2CCOCC2)nc(-c2ccccc2)n1` is listed with OX1R antag-2: -38; OX1R antag-1: 29
`COc1ccccc1NS(=O)(=O)c1cc(NC(=S)NCC2CCCO2)ccc1C` (stereo unspecified) is listed with OX1R antag-2: 1; OX1R antag-1: 18

(next part)
molecule,OX1R antag-2,OX1R antag-1
CN(C)C(=O)CCc1ccc2c3c([nH]c2c1)[C@]1(C)[C@@H](C(=O)N2CCOCC2)C[C@H](CC(=O)NCCN2CCOCC2)C(=O)N1CC3,-2,5
O=c1cc(/C=C/c2ccccc2)oc2c1ccc1ccccc12,-25,56*
CCCC(=O)Nc1nnc(SCC(=O)N2CCCCC2)s1,-7,3
O=C(NC1CCCCCCC1)c1ccc(F)cc1,-5,16
O=C(Cc1cccs1)Nc1ccc(S(=O)(=O)Nc2ncccn2)cc1,13,10
CN(C)c1ccc(CNC(=O)CCNS(=O)(=O)c2cc(Br)cnc2N)cc1,-9,30
O=C(c1cnc(Cl)c(Cl)c1)N1CCC(Cc2ccccc2)CC1,-28,12
COc1cccc2cc(C(=O)NCc3ccc(Cl)cc3)c(=O)oc12,-13,28
CN1CCC[C@@H]1CCNC(=O)c1c(-c2ccc3c(c2)OCO3)noc1-c1ccsc1,-9,11
CN1C(C(=O)NCc2cccc(Br)c2)CC2Cn3c(nc4cc5ccccc5cc43)C21 (stereo unspecified),-29,20
CCCCN=C1NN=C(c2cc3ccccc3o2)CS1,-24,2
Cc1ccc2nc(-c3ccc(NC(=O)COCC(=O)O)cc3)sc2c1,-11,12
O=C(Cn1cnc2ccccc2c1=O)N1CCN(c2ccc(F)cc2)CC1,-27,13
Nc1n[nH]c(N)c1N=Nc1cccc(F)c1,-13,15
COCCNC(=O)C1(C)Oc2ccccc2NC1=O (stereo unspecified),-4,27
C=CCn1c(NS(=O)(=O)c2ccccc2)c(S(=O)(=O)c2ccc(C)cc2)c2nc3ccccc3nc21,-9,15
Cc1cccc(C2c3[nH]c4ccccc4c3CCN2Cc2cnn(-c3ccc(F)cc3)c2)n1 (stereo unspecified),-26,29
COc1ccc2[nH]cc(C(=O)CNc3nc(C)cs3)c2c1,-35,46
O=C(CCn1cnnn1)NC1CCCN(Cc2ccccc2F)C1 (stereo unspecified),-11,-19
CC(=O)Nc1ccc(S(=O)(=O)N2CCN(C(C)CCc3ccccc3)CC2)cc1 (stereo unspecified),-13,19
CCOc1ccc2nc(SCC(=O)c3ccc(O)cc3O)sc2c1,3,21
CCC(CC)=NNc1ccc([N+](=O)[O-])cc1[N+](=O)[O-],-20,39
COC(=O)Nc1ccc(S(=O)(=O)NCCCCCC(=O)O)cc1,-5,19
O=C(NCc1ccc2c(c1)OCO2)C1CCC(CNS(=O)(=O)c2cccc3nsnc23)CC1 (stereo unspecified),-20,27
CCOC(=O)CSC1=NC(=O)/C(=C/c2ccc(OC)cc2)S1,3,40
CCOC(=O)c1sc(C)c2c1NC(c1ccc(Cl)cc1)NC2=O (stereo unspecified),-22,7
CC(NC(=O)Cc1ccccc1F)c1ccc(F)cc1 (stereo unspecified),-9,13
CC(C)(C)N1C(=O)c2ccc(C(=O)Nc3ccc(C(=O)O)cc3)cc2C1=O,-13,6
CCN(CC)c1ccc2cc(NC(=O)CCC(=O)O)c(=O)oc2c1,6,24
Fc1ccc(NC(=S)NCCc2ccccc2)c(F)c1F,17,10
CCN(Cc1ccccc1)C(=O)COC(=O)c1n[nH]c2ccccc12,16,65
Cn1c(=O)[nH]c(=O)c2c1nc(Br)n2Cc1ccccc1F,-14,33
COc1ccc(C(C)NC(=O)C2CCCO2)cc1OC (stereo unspecified),-18,5
COc1ccc(NS(=O)(=O)c2ccc(NC(=O)C3CCCO3)cc2)cc1 (stereo unspecified),-6,30
O=C1CC2CCCN2C=C1I (stereo unspecified),11,23
CCCc1nnc(NC(=S)Nc2ccccc2)s1,-4,13
COCCn1c(C)cc(C(=O)COC(=O)c2ccc(NC(=O)CC#N)cc2)c1C,-5,19
Cc1c(Cc2ccccc2)c(=O)oc2cc(OC(=O)c3ccccc3)ccc12,-10,24
Cc1c(CCOC(=O)CC23CC4CC(CC(C4)C2)C3)sc[n+]1CC(=O)c1ccccc1,3,0
CC1(C(=O)O)CCC(C(=O)Nc2ccc(OC(F)(F)Cl)cc2)C1(C)C (stereo unspecified),-4,-10
Cn1cnnc1SCC(=O)c1ccc(OC(F)F)cc1,-1,4
COc1ccc(NC(=O)c2cc(=O)[nH]c(=O)[nH]2)cc1S(=O)(=O)Nc1ccccc1Cl,-20,17
Cc1oc(-c2cccc(C(F)(F)F)c2)nc1CN1CCOCC1,-19,11
COc1ccc(NC(=O)C2CCCN(c3nccc(C)n3)C2)cc1 (stereo unspecified),-28,3
COc1ccc(-c2cc3nc4ccccc4n3c(N)c2C#N)cc1,-22,35
CCNC(=O)/C(C#N)=C/c1c(N2CCCCCC2)nc2ccccn2c1=O,-24,14
O=C(COCc1ccccc1)N[C@@H]1c2ccccc2CC[C@H]1OCc1ccccc1,-30,15
Cc1ccc(OCc2nnc(SCC(=O)O)n2N)cc1,14,15
CCCOc1ccccc1OCC(=O)Nc1cc(Cl)ccc1-n1cncn1,-14,13
Cc1cccc(OCC(O)Cn2c(=N)n(Cc3ccccc3)c3ccccc32)c1 (stereo unspecified),18,-8
Cc1cc(-c2ccccc2C(=O)Nc2ccccc2O)on1,-2,2
Cc1cc2cc(CN(CCN3CCOCC3)C(=O)Nc3ccccc3F)c(=O)[nH]c2cc1C,-24,22
CN(CCOc1ccccc1)CC(=O)Nc1ccc(Cl)cc1[N+](=O)[O-],-27,34
C=CCNC(=O)/C(C#N)=C\c1cc(Cl)c(O)c(OCC)c1,-11,9
CCN(CC)CCN(C(=O)c1cc(Cl)sc1Cl)c1nc2cc3c(cc2s1)OCO3,-10,11
O=C(c1ccc(F)cc1Cl)N(Cc1ccco1)C1CCS(=O)(=O)C1 (stereo unspecified),-35,4
CCOc1ccc(S(=O)(=O)Nc2ccc3c(c2)c2c(n3S(=O)(=O)c3ccc(OCC)cc3)CCCC2=O)cc1,-15,14
CCCCCCC(C)n1[nH]c(=O)cc1N (stereo unspecified),-20,9
COc1cc2c(cc1OC)C(c1cccc([N+](=O)[O-])c1)N(C(=O)CCC(=O)O)CC2 (stereo unspecified),1,2
C[C@@H]1O[C@@H](O[C@H]2[C@H](O)[C@@H](O)[C@H](Oc3c(-c4ccc(O)c(O)c4)oc4cc(O)cc(O)c4c3=O)O[C@@H]2CO)[C@H](O)[C@H](O)[C@H]1O,8,3

(next part)
molecule,OX1R antag-2,OX1R antag-1
NC(=O)CSc1nnc(COc2ccccc2)n1N,3,8
O=C(C[C@H]1C[C@H](C(=O)N2CCCCC2)[C@@]2(CCc3ccccc3)c3[nH]c4ccc(Cl)cc4c3CCN2C1=O)NCc1ccco1,-26,5
CCCNC(=O)CN1C(=O)NC2(CCCc3cc(OC)ccc32)C1=O (stereo unspecified),2,8
CCCN1CCc2[nH]c(=S)[nH]c(=O)c2C1,-1,21
Cc1cccc(N2CCN(C(=O)COCc3cc(-c4ccc5c(c4)OCO5)on3)CC2)c1C,-9,19
CCCCN(C(=O)CSCC(=O)Nc1ccc(C)cc1)c1c(N)n(CC(C)C)c(=O)[nH]c1=O,-16,3
Cc1cc(C)cc(C(=O)NCc2ccc3c(c2)OCO3)c1,-11,14
CCC(=O)NC(c1ccccc1)c1c(OC(C)=O)ccc2ccccc12 (stereo unspecified),-35,12
CCOC(=O)C(CC)Sc1cc(C)nc2ccc(OC)cc12 (stereo unspecified),-35,21
CC/C(=N\NC(=O)c1csc(C)c1C)c1cccs1,-22,-2
CCn1cc(CNCc2c(C(=O)N3CCCCC3)nc3c(C)cccn23)cn1,-25,14
Cc1ccn2c(=O)nc(SCC(=O)N3CCC(C)CC3)nc2c1,-7,4
Cc1ccc(S(=O)(=O)N2CCCN(C)CC2)cc1,-5,1
O=C(NCCc1ccc(Cl)cc1)C1(c2ccccc2)CC1,-23,40
COC(=O)c1cc(C(=O)OCC(=O)N2c3ccccc3NC(=O)C2(C)C)cc([N+](=O)[O-])c1,-20,22
CC1CCN(C(=O)c2[nH]cnc2C(=O)N2CCN(C(=O)OC(C)(C)C)CC2)CC1,-9,1
CCCn1c(N)c(N(CCOC)C(=O)c2cccc(F)c2)c(=O)[nH]c1=O,-1,8
COc1ccc(/C=N/NC(=O)c2ccco2)cc1Cn1nc(C)cc1C,-3,18
COc1ccc(Br)c(C(=O)Nc2cccc(Cl)c2Cl)c1,-44,27
Cc1ccc(NCC(=O)N/N=C\C(Br)=C\c2ccccc2)cc1,11,7
C/C(=N\NC(=O)c1c([N+](=O)[O-])c(C)nn1C)c1ccc(NC(=O)c2ccc(C)o2)cc1,-16,9
CN1CCN(C(=S)c2ccc(-c3cc(Cl)ccc3Cl)o2)CC1,-23,5
CCOc1ccc(NC(=O)c2cc(SC)ccc2Cl)cc1,-21,15
Cc1ccc(C)c2[nH]c(=O)c(CN(CC3CCCO3)C(=O)NC3CCCCC3)cc12 (stereo unspecified),-17,13
Cc1c(C(C)(C)O)[nH]c2ccc(C#N)cc12,-11,7
O=[N+]([O-])c1cccc(/C=N/NC2CCS(=O)(=O)C2)c1 (stereo unspecified),-10,53
CCn1c(=O)cc(OCC(=O)NCC2CCCO2)c2ccccc21 (stereo unspecified),-26,6
CCS(=O)(=O)N1CCN(S(=O)(=O)c2ccccc2[N+](=O)[O-])CC1,-14,6
NC(=O)C1CCN(Cc2nc3cc(Cl)ccc3c(=O)[nH]2)CC1,-6,13
CCCC(=O)N1CCCC(C(=O)c2ccc(OC)c(OC)c2)C1 (stereo unspecified),-8,13
O=C(NNS(=O)(=O)c1ccc(Cl)cc1)NC1CCCCC1,-8,4
